High-throughput results: PubChem BioAssay, several laboratories
Y pestis TopoI = blocks Yersinia pestis topoisomerase I activity | Y. pestis Topo-I cleavage product accumulation, plate reader | activity, % at 10 µM | 360,000 compounds, 0.064% hits | AID 504884; in the data active = activity above about 50%, passing the limit was not always enough; note: inactives centre near 2
TcdB GH inh = blocks C. difficile toxin B glycohydrolase activity | TcdB glycohydrolase enzymatic assay, plate reader | AID 652162 | 350,000 compounds, 0.24% hits | P18177 | inhibition, % at 9.99 µM; in the data active = inhibition above about 10%
CCHFV vOTU inh = CCHFV vOTU protease inhibition; Pep-AMC fluorescence; inhibition, % at 11.5 µM; 370,000 compounds, 0.55% hits; AID 651958; in the data active = inhibition above about 30%; note: 0% = vehicle wells with enzyme and 100% = no enzyme wells
PrPC surface inh = reduces human prion protein on the cell surface; P04156; cell surface PrPC, TR-FRET read-out; inhibition, % at 13.8 µM; 370,000 compounds, 0.43% hits; in the data active = inhibition above about 24%; note: 0% = median of the test wells and 100% = reference compound wells
3CLpro inhibitor = SARS-CoV 3CLpro protease inhibition; 290,000 compounds, 0.14% hits; inhibition, % at 6 µM; recombinant SARS-CoV 3CLpro, quenched FRET peptide cleavage; P0C6X7; AID 1706; in the data active = inhibition above about 12%
Rv3671c inh = Rv3671c (M. tuberculosis) protease inhibition. P9WHR9. inhibition, % at 5.96 µM. 320,000 compounds, 0.048% hits; in the data active = inhibition above about 38%;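 note: extracellular domain of Rv3671c used as enzyme; 0% = enzyme with DMSO and 100% = no enzyme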
BH1578 lux ind = inducers of Vibrio cholerae quorum light production without autoinducers; V. cholerae BH1578 lux reporter, luminescence, 6 h; activation, % at 18.7 µM; 350,000 compounds, 0.16% hits; in the data active = activation mostly above about 9.7%, no sharp cut-off; note: not every result past the cut was called active; inactives centre near 0; reference of the scale not given here
MazF activator = increases E. coli MazEF RNase cleavage of RNA; P0AE70; FAM/BHQ RNA-DNA oligo cleavage fluorescence, 5 h; activation, % at 20 µM; 350,000 compounds, 0.32% hits; in the data active = activation above about 50%
SSB-PriA inh = inhibitors of Klebsiella pneumoniae PriA binding to SSB C-terminal tail; 430,000 compounds, 0.6% hits; inhibition, % at 33 µM; AlphaScreen SSBct-PriA binding, biotinylated peptide; in the data active = inhibition mostly above about 37%, no sharp cut-off; inactive = mostly below about 20%;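 note: plate controls were negative control peptide for no effect and reference peptide for full effect; strong numbers were not always called active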
DUSP3 inh = blocks human VHR1 dual specificity phosphatase. recombinant VHR phosphatase, pNPP absorbance. 290,000 compounds, 0.52% hits. P51452. AID 1654. inhibition, % at 13.3 µM; in the data active = inhibition above about 50%; note: some compounds called inactive have numbers as strong as hits
Numbers without * were called inactive; i = inactive; . = not tested or not shown.

SMILES,Y pestis TopoI,TcdB GH inh,CCHFV vOTU inh,PrPC surface inh,3CLpro inhibitor,Rv3671c inh,BH1578 lux ind,MazF activator,SSB-PriA inh,DUSP3 inh
CC(C)(C)c1ccc(OCC(=O)NCCN2CCCC2)cc1,0.1,.,18.2,4.2,-1.7,6.6,0.4,0.4,-7.6,-10.4
COC(=O)c1[nH]cnc1C(=O)c1ccccc1,-3.5,.,6.5,-3.3,7.2,1.2,.,-8.0,-12.5,11.3
CN(CCO)C1=CC(=O)CC(C)(C)C1,4.0,.,-15.4,-4.3,-4.2,2.8,-0.1,1.9,-1.1,-0.1
COc1ccc(C(=O)N/C(=C\c2cc(OC)c(OC)cc2[N+](=O)[O-])C(=O)NCC(=O)O)cc1,4.6,1.3,5.3,-4.2,7.0,1.4,-1.6,13.1,-23.9,13.9
COc1cc(NC(=O)Cn2ncc3c2-c2ccccc2OC3)cc(OC)c1OC,8.5,0.6,-9.5,-1.4,-1.5,11.0,-0.2,11.1,-6.3,17.0
Cc1ccc(NS(=O)(=O)c2ccc(Cl)s2)nc1,5.2,-1.0,-3.2,9.2,3.3,-0.1,i,-10.4,7.0,-9.5
Cc1ccc(S(=O)(=O)N(C)C)cc1NC(=O)COC(=O)Cc1cccs1,5.6,0.9,-13.5,4.0,.,1.1,-2.9,0.0,-11.6,.
COc1ccc(NC(=O)C2C3C=CC4(O3)C2C(=O)N(CCCN2CCCC(C)C2)C4C(=O)NC2CCCCC2)cc1 (stereo unspecified),0.2,-0.4,9.7,4.7,-0.9,-3.2,-1.6,5.2,-3.5,1.1
COc1ccccc1C(=O)NCCC(=O)Nc1ccc(C)cn1,5.1,0.3,-5.3,1.2,-3.7,3.9,i,3.0,-17.3,8.6
Cc1nc(CC(=O)NNS(=O)(=O)c2cccc(Cl)c2Cl)cs1,6.9,-8.7,4.8,-4.5,.,13.6,i,5.4,-7.2,.
O=C(CN(Cc1ccccc1)S(=O)(=O)c1ccc(Br)cc1)NCc1ccco1,-0.2,.,-10.0,0.9,-1.7,-8.9,-0.2,-2.9,-19.6,-1.3
CCN(CC)S(=O)(=O)c1cccc(C(=O)NC(C(=O)Nc2nnc(C3CC3)s2)C(C)C)c1 (stereo unspecified),4.0,.,-0.6,7.3,-2.5,-2.2,i,1.6,2.9,0.2
O=C(COC(=O)c1cc([N+](=O)[O-])ccc1NCCO)c1ccc(Cl)cc1,-9.0,-0.5,1.9,2.3,-1.8,-5.0,-0.3,-1.2,-2.9,-31.6
CCOC(=O)C1=C(COC(=O)C(CC)Oc2ccccc2)NC(=O)NC1C (stereo unspecified),4.3,0.2,0.3,4.2,.,1.0,-0.1,9.9,-7.6,.
Cc1ccn2c(=O)nc(SCC(=O)Nc3ccc4c(c3)OCCO4)nc2c1,-1.6,2.3,8.7,-3.5,.,0.4,-0.2,0.9,-4.1,.
Cc1nn2c(-c3ccccc3)ccnc2c1-c1ccccc1,1.7,.,10.4,-8.1,4.2,-1.5,-7.1,3.2,-65.1,20.2
CC(Sc1nnc(N)s1)C(=O)NCc1ccc2c(c1)OCO2 (stereo unspecified),1.6,1.5,14.7,-3.6,.,-11.8,3.1,7.3,-12.0,.
O=C(Cn1cnc2c(nnn2-c2ccc(F)cc2)c1=O)N1CCCC1,5.3,.,6.2,13.1,1.7,6.4,-5.6,-4.2,-3.7,11.3
COc1ccc(NC(=O)C2=CCN(S(=O)(=O)c3ccccc3)CC2)cc1OC,0.4,0.1,-1.2,1.4,0.5,-1.7,-0.2,8.0,1.7,24.5
COc1ccc(C2CC(c3ccccc3)n3nc(NC(=O)c4cccs4)nc3N2)cc1 (stereo unspecified),3.6,.,-1.1,3.4,-2.5,-36.1,-2.8,1.0,-11.7,25.4
CCn1cc(CN2CCN(Cc3cccc(OC)c3)C(CCO)C2)c(C)n1 (stereo unspecified),1.7,-0.3,-11.0,4.1,2.0,4.2,-0.2,-3.2,-3.3,8.5
CCOc1ccc(S(=O)(=O)N2CCOCC2)c2ccccc12,8.9,0.9,-14.2,4.8,2.3,-2.9,i,0.5,-21.1,15.6
Cc1ccc(NC(=O)C2CCN(S(=O)(=O)c3ccc4c(c3)NC(=O)C(C)S4)CC2)c(Cl)c1 (stereo unspecified),19.7,-1.2,12.1,7.2,6.9,-39.7,i,-31.3,4.7,3.7
Cc1ccc(C)c(S(=O)(=O)N2CCN(C(=O)CSC(=S)N3CCCC3)CC2)c1,48.9,2.0,21.2,-9.9,.,10.3,-0.7,2.0,-10.0,.
O=C(CSc1nnc(Cc2cccs2)n1-c1ccccc1)Nc1ccc2c(c1)OCCO2,34.2,.,-1.6,1.5,-4.3,-2.6,-0.1,-1.1,10.1,-1.0
CN(Cc1cc2ccccc2[nH]c1=O)C(=O)COc1ccccc1,3.2,0.7,16.0,3.9,-0.5,5.4,-0.5,-41.7,-1.2,-2.5
CC(C(=O)Nc1cc(Cl)cc(Cl)c1)N1CCCC1 (stereo unspecified),-2.1,1.0,-2.8,3.3,-2.5,5.8,0.5,5.4,4.2,-3.3
CCOC(=O)N1CCN(C(=O)c2nn(C)c3c2CSc2ccccc2-3)CC1,28.2,0.2,1.9,2.0,-2.2,7.3,-0.2,6.3,-14.0,-18.2
Cc1ccc(S(=O)(=O)Nc2ccccc2CNc2cccc(C)n2)cc1,-3.1,1.1,-5.0,1.5,0.8,-11.9,-1.4,-0.7,-1.3,-4.3
COc1ccccc1C(=O)OCC(=O)Nc1ccc(OC(F)F)cc1,7.5,.,9.3,-6.7,-1.3,1.4,-0.4,-9.8,0.1,-24.0
Cc1cccc2c1cnn2C(=O)CCC(=O)NCC(C)c1ccccc1 (stereo unspecified),-7.3,0.7,3.0,-3.3,0.2,5.2,-0.2,-3.2,-13.2,17.3
O=C(NCc1ccccc1)c1ccc(S(=O)(=O)Nc2cccc(C(F)(F)F)c2)cc1,-4.9,-0.8,7.0,8.7,17.3*,-27.9,0.1,6.8,-13.8,18.8
Cc1cc(C)c(C#N)c(SCCS(=O)(=O)Cc2ccc(Cl)cc2)n1,16.6,.,13.0,-0.5,2.9,3.5,-0.8,0.1,-1.5,0.2
O=C(Nc1ccc(N2CCOCC2)cc1)Nc1cnsn1,0.3,.,3.9,-5.5,-8.6,1.3,-1.3,5.7,-8.1,-3.7
Cc1cc(C)cc(N(CC(=O)NC2CCCC2)C(=O)CCC(=O)Nc2cc(C)ccn2)c1,2.4,0.6,1.0,-5.8,-1.2,-1.9,-10.0,-10.2,-0.6,3.0
Cc1cc(=O)oc2c(C)c(OC(C)C(=O)Nc3ccc(N4CCC(C)CC4)cc3)ccc12 (stereo unspecified),-4.4,0.9,9.2,0.6,-3.8,-4.1,-0.2,20.5,-0.2,-2.4
CCOC(=O)c1c(-c2ccccc2)csc1NC(=O)c1ccc(S(=O)(=O)N2CCOCC2)cc1,6.4,1.3,9.1,-5.9,5.5,-6.7,-6.7,-7.9,-14.5,-13.1
COc1ccc2ccccc2c1CN1CCSCC1,2.5,0.6,-2.0,2.7,3.5,.,i,-1.2,2.1,-24.2
CN(C(=O)c1cccc(NC(=O)c2ccccc2)c1)C1CCCCC1,15.9,2.0,10.9,3.1,-6.3,-5.0,i,5.7,-14.9,10.5
CCN1C(=O)S/C(=C/c2cn(C)c3ccccc23)C1=O,-1.6,2.6,-0.6,-1.4,7.6,-10.2,-0.3,-7.5,-10.6,-3.6

Gathered by group, the entries above with fluorine.
SMILES,Y pestis TopoI,TcdB GH inh,CCHFV vOTU inh,PrPC surface inh,3CLpro inhibitor,Rv3671c inh,BH1578 lux ind,MazF activator,SSB-PriA inh,DUSP3 inh
O=C(Cn1cnc2c(nnn2-c2ccc(F)cc2)c1=O)N1CCCC1,5.3,.,6.2,13.1,1.7,6.4,-5.6,-4.2,-3.7,11.3
COc1ccccc1C(=O)OCC(=O)Nc1ccc(OC(F)F)cc1,7.5,.,9.3,-6.7,-1.3,1.4,-0.4,-9.8,0.1,-24.0
O=C(NCc1ccccc1)c1ccc(S(=O)(=O)Nc2cccc(C(F)(F)F)c2)cc1,-4.9,-0.8,7.0,8.7,17.3*,-27.9,0.1,6.8,-13.8,18.8

(next part)
SMILES,Y pestis TopoI,TcdB GH inh,CCHFV vOTU inh,PrPC surface inh,3CLpro inhibitor,Rv3671c inh,BH1578 lux ind,MazF activator,SSB-PriA inh,DUSP3 inh
O=C1CC2CCCN2C=C1I (stereo unspecified),-0.1,0.0,13.5,-1.8,.,-8.4,-3.7,-30.4,-8.6,.
Cc1cccc(C(=O)NCC(=O)Nc2ccc(S(=O)(=O)Nc3nc(C)cc(C)n3)cc2)c1,6.7,.,5.0,1.9,-0.2,-4.5,-0.5,5.9,-13.4,32.4
C=CCCN([C@H](CO)Cc1ccccc1)S(=O)(=O)c1ccccc1Br,13.6,2.0,-8.0,4.6,.,.,i,-1.0,7.4,.
Cc1ccnc(SCCn2c(N3CCOCC3)nc3c2c(=O)[nH]c(=O)n3C)n1,-2.1,.,10.0,-4.1,2.9,-1.8,-0.6,5.2,-13.2,.
O=C1[C@H]2[C@@H](c3ccc(F)cc3)N3C(=O)N(c4ccc(C(F)(F)F)cc4)C(=O)[C@@]3(Cc3ccccc3)[C@H]2C(=O)N1C1CCCCC1,-9.7,-2.2,14.0,5.1,.,-16.8,i,-3.8,7.7,.
Cc1cc(C)n(-c2ccc(C(=O)O)cc2[N+](=O)[O-])n1,-2.0,0.4,-5.0,-2.7,1.4,3.8,i,-5.4,-4.4,-10.8
Oc1ccccc1C1OCC2(CO1)COC(c1ccccc1O)OC2 (stereo unspecified),-12.4,0.9,-13.6,0.5,0.2,-8.4,-0.2,6.5,-0.8,-3.9
CCCS(=O)(=O)N1CCC(C(=O)NCCc2ccccc2)CC1,2.9,.,-6.0,4.6,-1.2,1.5,i,9.6,0.4,-14.5
CN(C)CC1CCCCC1OC(=O)/C=C/c1ccc(Cl)cc1Cl (stereo unspecified),-2.1,-1.5,3.4,-0.5,-0.7,8.4,i,5.2,3.6,15.5
CCOC(=O)c1c(C)[nH]c(C(=O)COC(=O)C2CC2C)c1C (stereo unspecified),4.5,.,13.5,3.4,6.9,0.5,-0.4,10.2,-13.0,-7.7
O=C(NCCN1CCN(c2ccccc2)CC1)C1CCN(S(=O)(=O)c2cccs2)CC1,12.8,.,4.1,10.9,-2.3,.,i,-4.3,-4.6,27.6
CN(C)C(Cc1ccccc1)C(=O)c1ccc(-c2ccccc2)cc1 (stereo unspecified),4.4,0.0,3.7,2.8,-5.2,-1.4,-0.2,-1.5,-8.8,10.4

Not all compounds are listed; the hit share may differ from the screen's.
